Screens: PubChem, National Center for Advancing Translational Sciences (NCATS)
A549 viability – A549 cytotoxicity, counter-screen for Nrf2 inhibitors | A549 ARE-Fluc cells, CellTiter-Fluor viability, 18-24 h | Potency, µM (doses to about 46 µM), inactives show top-dose activity change, negative = cytotoxicity, hits mostly inhibitors | 390,000 compounds, 0.16% hits | AID 504648; note: potency is the fitted concentration of half-maximal effect; % is set by controls: 0 for no effect and ±100 for the full control effect
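Cytotoxicity counterscreen: CellTiter-Fluor fluorescence was measured in A549 ARE_Fluc cells after 18-24 h of compound exposure in a concentration series. The subsequent BugLite luminescent read reports ARE-luciferase activity.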
ATXN2 expr inh – inhibitors of ATXN2 expression. Potency, µM (top dose mostly 57 µM), inactives show at the highest dose activity change, negative = inhibition, actives largely listed as inhibitors. 360,000 compounds, 0.72% hits. HEK-293 ATXN2-luciferase reporter, luminescence, 24 h; note: potency is the fitted concentration of half-maximal effect; % is set by controls: 0 for no effect and ±100 for the full control effect; nearly all actives have a fitted effect of over 55% in size
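qHTS (up to 57 uM final) was run with 24 h compound exposure of reporter cells at 37 °C. Each well was multiplexed: SteadyGlo luminescence measured ATXN2-luciferase expression after a fluorogenic Gly-Phe-AFC viability readout (25 uM final).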
IL2 activator – activators of IL-2; activation, % (series mostly up to about 46 µM); 360,000 compounds, 0.065% hits; IL-2 activation reporter assay, cell-based qHTS; stimulated with anti-CD3/CD4/CD28 beads; in transgenic mouse T cells; AID 652025; in the data active = activation above about 50%; inconclusive = mostly about 30% to 49%; note: 0% is about no effect
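EGFP and DsRed fluorescence is measured by plate cytometry in unstimulated transgenic mouse T cells exposed to compound for 60 minutes, then stimulated 18 hours at 37 degrees C with anti-CD3/anti-CD4 beads plus anti-CD28.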
HepG2 viability – counter-screen for TGF-b inhibitors: cytotoxicity in HepG2 cells. HepG2 CAGA-GFP viability, ATP luminescence, 18 h. Potency, µM (top dose mostly 46.1 µM), without a hit: at the highest dose activity change, negative = cytotoxicity, actives largely listed as cytotoxic. 410,000 compounds, 0.76% hits. AID 588856; note: potency is the fitted concentration of half-maximal effect; some results filed as inactive show a strong effect at the top dose
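CellTiter-Glo luminescence gave cytotoxicity after 18 hours at 37 degrees C. The cells were HepG2 CAGA-GFP in 1% FBS DMEM, stimulated with 500 pg/mL TGF-beta after compound addition. %Activity was normalised to no-cell wells (complete cell-killing) and DMSO (no toxicity), and curves were fitted and classified.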
Nrf2 ARE act – Nrf2 pathway activation | AREc32 ARE-luciferase reporter (MCF7-derived line), luminescence, 24 h | Potency, µM (titrated, usually from 46.1 µM), without a hit: at the top dose activation, usual class: activators | 410,000 compounds, 0.31% hits; note: potency is the fitted concentration of half-maximal effect; % of control where 0% means no effect; nearly all actives have a fitted effect of over 65% in size
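Reporter line AREc32 (ARE-Fluc), seeded overnight in OPTI-MEM with 5% FBS; compound pin-transferred, 24 hr at 37 deg C, 5% CO2; luminescent read-out.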
Nrf2 block – Nrf2 pathway inhibition; A549 ARE-Fluc reporter, luciferase luminescence, 18-24 h; 360,000 compounds, 2.1% hits; Potency, µM (top dose mostly 46 µM), for inactives: at the highest dose activity change, negative = inhibition, actives largely listed as inhibitors; AID 504444; note: potency is the fitted concentration of half-maximal effect; % is set by controls: 0 for no effect and ±100 for the full control effect; nearly all actives have a fitted effect of over 60% in size
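In this cell-based qHTS, ARE-driven firefly luciferase in A549 cells reports Nrf2 activity; the luminescent signal after BugLite lysis is the measured value, with a prior CellTiter-Fluor read for cell health.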
S2 tox – cell viability loss in ATXN counter-screen | S2 cells (HEK-293 line with an ATXN2-luciferase reporter) viability, CellTiter-Fluor protease fluorescence, 24 h | Potency, µM (top dose mostly 56.7 µM), hits mostly cytotoxic | 400,000 compounds, 0.49% hits | AID 651635; note: potency is the fitted concentration of half-maximal effect; nearly all actives have a fitted effect of over 40% in size
TGFb inhibitor – blocks TGF-b signaling | HepG2 CAGA-GFP TGF-b/SMAD3 reporter, GFP fluorescence, 18 h; TGF-beta stimulated, 500 pg/mL final | 410,000 compounds, 1.2% hits | AID 588855 | Potency, µM (series often up to 46.1 µM), inactives show at the top dose activity, negative = inhibition, hits mostly inhibitors; note: potency is the fitted concentration of half-maximal effect; % is set by controls: 0 for no effect and ±100 for the full control effect; nearly all actives have a fitted effect of over 65% in size
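Using HEPG2 CAGA-GFP reporter cells at 1000 cells/well, we pinned test compounds, stimulated with recombinant TGF-beta (500 pg/mL final) and measured total well GFP after 18 h.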
EPAC2 agonist – activates human EPAC2 exchange factor; EPAC2 activation, biochemical qHTS; response scale: 100% = 6.5 mM cAMP response; 360,000 compounds, 0.079% hits; Q8WZA2; Potency, µM (doses to about 154 µM), for the others: at the top dose activation, actives largely listed as activators; AID 720711; note: potency is the fitted concentration of half-maximal effect; nearly all actives have a fitted effect of over 50% in size
Target sequence (Q8WZA2 whole entry, looked up): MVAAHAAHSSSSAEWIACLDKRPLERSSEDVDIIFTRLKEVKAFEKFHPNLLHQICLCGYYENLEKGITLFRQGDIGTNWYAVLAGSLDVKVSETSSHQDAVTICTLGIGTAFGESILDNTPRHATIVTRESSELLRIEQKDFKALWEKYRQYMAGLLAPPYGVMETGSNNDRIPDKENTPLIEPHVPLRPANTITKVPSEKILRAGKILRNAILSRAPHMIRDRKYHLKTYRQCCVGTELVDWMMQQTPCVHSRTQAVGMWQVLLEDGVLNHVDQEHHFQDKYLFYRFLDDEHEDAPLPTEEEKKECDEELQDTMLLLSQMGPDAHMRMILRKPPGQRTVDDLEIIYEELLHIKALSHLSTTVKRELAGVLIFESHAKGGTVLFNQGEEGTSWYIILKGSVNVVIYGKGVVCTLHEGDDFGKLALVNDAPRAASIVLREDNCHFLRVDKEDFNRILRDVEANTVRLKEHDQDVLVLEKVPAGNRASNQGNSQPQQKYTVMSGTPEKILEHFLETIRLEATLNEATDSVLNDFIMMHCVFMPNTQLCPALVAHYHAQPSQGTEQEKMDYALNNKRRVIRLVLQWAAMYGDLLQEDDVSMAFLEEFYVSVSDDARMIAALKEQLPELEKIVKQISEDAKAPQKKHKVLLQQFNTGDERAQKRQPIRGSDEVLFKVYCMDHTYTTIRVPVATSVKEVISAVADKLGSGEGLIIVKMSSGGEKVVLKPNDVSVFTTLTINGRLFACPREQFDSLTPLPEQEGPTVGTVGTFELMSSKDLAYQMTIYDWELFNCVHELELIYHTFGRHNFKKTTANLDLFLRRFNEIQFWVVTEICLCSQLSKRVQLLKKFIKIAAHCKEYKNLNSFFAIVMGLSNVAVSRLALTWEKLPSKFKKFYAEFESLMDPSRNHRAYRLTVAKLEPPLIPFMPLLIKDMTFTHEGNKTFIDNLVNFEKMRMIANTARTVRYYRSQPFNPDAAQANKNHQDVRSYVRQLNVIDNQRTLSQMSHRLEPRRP
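Readout is BODIPY fluorescence (480 nm excitation, 540 nm emission), which falls as labeled GDP is exchanged off Rap1B. EPAC2 at 100 nM acted on 250 nM RAP1B-BODIPY-GDP with 50 uM GDP present.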
* = called active by the depositor; i = inactive; ? = inconclusive; · = no result given; [ ] = another dose, or the depositor's remark. Unless noted, calls come from the whole dose curve; as a rule, active = well fitted curve in the direction sought with a large enough effect; inconclusive = small, poorly fitted or top-dose-only effect, or another doubt; inactive = no such curve, though single readings can be large; an effect the other way counts as inactive or inconclusive. Compounds were not picked by outcome; any-hit rate near 4.3%.

Second line of a record – Nrf2 block | EPAC2 agonist | ATXN2 expr inh | IL2 activator | Nrf2 ARE act | A549 viability | HepG2 viability | S2 tox | TGFb inhibitor
COc1ccc(N(Cc2ccccc2)S(=O)(=O)c2ccc(C)cc2)cc1
 : ? | 11.4% | -38.3% | -0.9 | 0.5% | 9.0% | -21.6% | i | 2.5%
COc1ccc2cc(-c3nc4ccccc4n3C)c(=O)oc2c1
 : ? | -0.1% | 19.9% | -0.4 | 1.8% | 15.5% | 4.5% | i | -13.7%
O=C(CCc1nnc2n(Cc3ccccc3)c(=O)c3ccccc3n12)NCCN1CCOCC1
 : -15.4% | 10.5% | -10.9% | -2.5 | 0.1% | 3.3% | -11.2% | i | 14.0%
COC(=O)/C(=N\Nc1ccc(Cl)cc1)Sc1nnc(-c2ccc(OC)cc2)n1C
 : -26.2% | 2.4% | -22.5% | -6.4 | 2.5% | 4.5% | 9.1% | i | ?
COC(=O)C1=C(C)N(C(C)C)C(=O)C1(NC(=O)C1CCCCC1)C(F)(F)F (configuration not stated)
 : 19.1% | 1.6% | 3.5% | -2.1 | -0.8% | 0.7% | -12.8% | i | 12.7%
CNC(=O)C1CC(=O)N(c2ccc(F)c(Cl)c2)C1 (configuration not stated)
 : -8.4% | 0.1% | -5.9% | -0.3 | -0.5% | -7.7% | -20.3% | i | -12.6%
O=C(Nn1cc(C(=O)N2CCN(c3ccccc3F)CC2)c2ccccc2c1=O)c1cnccn1
 : ? | -0.1% | ? | 0.5 | -0.7% | -12.2% | -40.6% | i | 6.7%
Cc1nc2ccc(S(=O)(=O)CCC(=O)Nc3ccc(Cl)cc3)cc2s1
 : 5.2% | · | · | · | 4.7% | -1.9% | 0.6% | · | ·
CCCN(c1ccc(C(C)C)cc1)S(=O)(=O)c1c(C)[nH]c(=O)[nH]c1=O
 : 5.8µM* | -1.8% | -17.0% | -1.4 | 2.3% | -12.2% | -16.6% | i | 7.2%
COc1ccccc1NS(=O)(=O)c1cc(-c2cc(C)no2)ccc1OC
 : ? | -6.5% | -22.2% | -3.7 | 0.6% | -1.8% | 4.3% | i | 0.6%
CCOC(=O)C(Cc1ccccc1)C(=O)Nc1nccs1 (configuration not stated)
 : 3.8% | 0.3% | 4.9% | -1.7 | 0.4% | 1.5% | -4.9% | i | 33.2%[activator]
Cn1c(NC(=O)c2ccccc2F)cc(=O)n(C)c1=O
 : 7.9% | 2.3% | 3.0% | 7.9 | 2.6% | -2.1% | -48.6% | i | -24.6%
COc1ccc(-c2cc3cc(-c4cc(OC)c(OC)c(OC)c4)ccc3o2)cc1
 : 6.2% | 11.2% | 5.0% | -0.2 | -0.7% | 12.5% | 1.7% | i | 4.1%
Cc1ccccc1-c1nn2c(=O)cc(CN3CCN(C(=O)c4ccccc4Br)CC3)nc2s1
 : · | · | -0.1% | · | 8.1% | 3.6% | -29.3% | i | ?
CCCNC(=S)N1CCC(NC(=O)Nc2ccc(C)cc2)CC1
 : -16.4% | 4.6% | · | -0.5 | -0.9% | 0.5% | -4.3% | i | -16.5%
NC(=O)CSc1nc(-c2ccccc2)c(-c2ccccc2)o1
 : -8.8% | 13.7% | -18.8% | -1.8 | 3.1% | 3.0% | -47.5% | i | -6.8%
S=C(Nc1ccc(Cl)cc1)N1CCCC1
 : 3.8% | 2.9% | 14.9% | 0.2 | -0.2% | -3.9% | 5.0% | i | -3.3%
CCN(C(=O)C1CCN(S(=O)(=O)c2cc(Br)cc3c2N(C(C)=O)CC3)CC1)c1cccc(C)c1
 : ? | · | 6.3% | · | 8.7% | 8.0% | -8.5% | i | ?
CCOC(=O)c1cnc2ccc(Br)cc2c1NCCN1CCOCC1
 : 10.0% | · | -2.2% | · | 0.3% | 8.9% | -7.0% | i | -2.0%
COC(=O)[C@@]1(Cc2ccc(F)cc2)[C@H]2c3cc(C(=O)N4CCCC4)n(CCF)c3C[C@H]2CN1C(=O)c1ccccc1
 : · | 18.2% | ? | -0.6 | 4.0% | · | · | ? | ·
CC(C)CCNC(=O)C(c1ccco1)N(C(=O)Cn1nnc2ccccc21)c1ccc2c(c1)OCO2 (configuration not stated)
 : -1.0% | 0.0%[15.6 µM] | -8.5% | -0.4 | 2.8% | 1.6% | -2.7% | i | -13.3%
CCCN1CCN(CCCNC(=O)c2c(C)nn(-c3ccc(F)cc3)c2-n2cccc2)CC1
 : 28.2% | · | -0.7% | · | -0.8% | -9.3% | -30.4% | i | -25.2%
COCCn1c(SCC(=O)NC(=O)NCc2ccccc2)nc2ccccc2c1=O
 : -3.9% | 3.5% | -11.0% | 0.5 | -0.2% | -8.0% | -4.1% | i | 18.8%
CC1(C(=O)NS(=O)(=O)Cc2cccc(Cl)c2)CCN1C(=O)C1CCCCC1 (configuration not stated)
 : · | 3.4% | 4.4% | -0.4 | 0.4%[9.22 µM] | · | 0.8% | i | 5.1%
O=C(Nc1cc(C(F)(F)F)ccc1N1CCCC1)c1cccnc1
 : 5.5% | 5.3% | -15.0% | 0.2 | 0.0% | -2.8% | -15.4% | i | -3.0%
COc1nc(Cc2ccc(Cl)cc2)nc2ccccc12
 : -2.5% | 11.8% | -21.7% | 1.1 | -0.3% | 1.5% | -10.9% | i | -24.1%
COc1ccc(Cn2c(=O)[nH]c3cc(C(=O)N4CCN(c5ccc(OC)cc5)CC4)ccc3c2=O)cc1
 : 6.1% | -1.1% | -11.5% | 0.2 | -0.1% | -1.8% | -24.8% | i | -11.8%
CCn1c(CNC(=O)C23CC4CC(CC(C4)C2)C3)nnc1SCC(=O)Nc1nnc(C)s1
 : -0.7% | 6.0% | 2.3% | -1.0 | 0.4% | 2.0% | -0.1% | i | 4.6%
CCOc1ccc(-c2nnn(CC(=O)Nc3cccc(OC)c3)n2)cc1OCC
 : ? | -4.2% | -20.0% | -2.7 | 2.0% | 16.2% | -21.8% | i | -12.2%
O=C(Cn1c2c(c(=O)n3ncnc13)CCC2)N/N=C/c1ccc(Cl)cc1
 : 6.4% | 11.1% | -12.4% | 2.2 | 0.0% | 0.7% | 20.0% | ? | 4.8%
Cc1cc(C)n(CCC(=O)N=Nc2c(O)[nH]c3ccc(Br)cc23)n1
 : ? | -8.5% | -19.2% | -1.8 | 2.9% | 1.8% | -19.2% | i | -19.6%
CCCn1c(N)c(C(=O)CSc2nnc(Cc3cccs3)n2C2CC2)c(=O)n(C)c1=O
 : 11.6µM* | -1.2% | · | 0.4 | 3.1% | -3.9% | -18.9% | i | -14.8%
Cc1ccc(NC(=O)CCC(=O)NNC(=S)Nc2ccccc2)c(C)c1
 : 10.8% | -6.3% | · | 0.4 | 0.4% | 0.1% | 2.1% | i | -4.1%
COc1ccc(Cl)cc1NC(=O)CN1CCC(NC(=O)C2CC2)CC1
 : -7.5% | 7.9% | -7.2% | -0.1 | 2.6% | -0.9% | 5.1% | i | 15.1%
Cc1ccc(CN2CCN(/N=C/c3cccnc3)CC2)c(C)c1
 : -5.1% | 6.9% | -15.8% | -3.0 | -0.3% | 0.1% | -23.0% | i | -15.3%
CC(C)Oc1ccc(/C=N/NC(N)=S)cc1
 : 10.0% | -0.4% | 34.9% | -0.2 | 6.2% | -1.3% | -2.2% | i | -23.3%
Cc1nc(C)n(CC(O)COc2ccc3ccccc3c2)n1 (configuration not stated)
 : 19.7% | -8.6% | 8.9% | -2.8 | -0.3% | 14.1% | -6.7% | i | 15.2%
COc1ccc(/C=C(\C#N)C(=O)Nc2ccc3[nH]c(=O)[nH]c3c2)cc1
 : 0.0% | 7.8% | · | 0.9 | -1.1% | -17.4% | -15.4% | i | -3.5%
C/C(=N\NC(=O)c1cccc2ccccc12)c1cccs1
 : 6.6% | 1.5% | 21.0% | -2.0 | 1.3% | -1.1% | 5.1% | i | 0.1%
CCn1cnc2c1c(=O)n(CC(=O)Nc1ccc3c(c1)OC(F)(F)O3)c(=O)n2Cc1ccccc1
 : · | 1.0% | -10.2% | 0.3 | 3.2% | -12.7% | -1.7% | i | 2.9%
COCCN1C[C@@H](CO)O[C@@H](n2cnc3c(N4CCN(c5ccccc5)CC4)ncnc32)C1
 : · | 3.5% | 3.1% | -0.1 | -0.4% | · | -9.7% | i | -4.6%
COc1ccc(NS(=O)(=O)c2cc(Br)cc3c2N(C(C)=O)CC3)cc1
 : ? | 5.3% | -25.0% | -2.8 | -1.2% | ? | -20.8% | i | -18.5%
Cc1ccc(NC(=O)c2nnn(CC(=O)Nc3ccc(C)c(Cl)c3)c2N)c(C)c1
 : ? | · | · | · | -0.9% | -0.7% | -2.4% | · | -5.4%
COc1cccc(CN2CCC(C(=O)N3CCN(Cc4ccc5c(c4)OCO5)CC3)CC2)c1OC
 : -19.1% | -3.1% | -15.0% | -4.2 | 0.1% | -9.0% | -20.5% | i | -18.9%
CCCOC(=O)c1ccc(Oc2cn[nH]c2-c2ccc(OC)cc2O)cc1
 : ? | -19.6% | ? | -0.6 | 0.2% | ? | -80.6% | ? | ?

Single entries from the results shown.
Entry of C/C(=N\NC(=O)c1cccc2ccccc12)c1cccs1 under Nrf2 block: 6.6%
Entry of COCCN1C[C@@H](CO)O[C@@H](n2cnc3c(N4CCN(c5ccccc5)CC4)ncnc32)C1 under TGFb inhibitor: -4.6%
Entry of COc1ccc(NS(=O)(=O)c2cc(Br)cc3c2N(C(C)=O)CC3)cc1 under TGFb inhibitor: -18.5%
